Screening results (PubChem)
SIRT5 inh: SIRT5 desuccinylase inhibitors, primary screen, biochemical, fluorescence imaging, single point, set 5 | Purified SirT5, succinyl-peptide AMC, trypsin-coupled fluorescence | inhibition, % at 15 µM | hit rate 1.1% among 330,000; in the data active means inhibition above about 15%; inconclusive means no clear call, values can overlap the other calls
Target sequence (Q9NXA8 whole entry, looked up): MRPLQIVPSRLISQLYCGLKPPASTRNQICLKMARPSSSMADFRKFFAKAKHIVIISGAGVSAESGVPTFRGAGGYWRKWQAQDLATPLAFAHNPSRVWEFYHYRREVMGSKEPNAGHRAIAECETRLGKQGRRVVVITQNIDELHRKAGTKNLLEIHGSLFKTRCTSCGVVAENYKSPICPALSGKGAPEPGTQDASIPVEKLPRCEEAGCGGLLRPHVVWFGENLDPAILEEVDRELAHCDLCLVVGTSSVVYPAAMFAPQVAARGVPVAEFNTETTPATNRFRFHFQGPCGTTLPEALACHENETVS
DENV2 CPE: inhibitors of DENV2 cytopathic effect, primary screen, cell-based, plate reader, single concentration | DENV2-infected cells, cytopathic effect rescue | CPE inhibition, % at 9.99 µM | hit rate 1.7% among 350,000 | AID 651640, 2012; in the data active means CPE inhibition above about 20%, passing the limit was not always enough; inconclusive means no clear call, values can overlap the other calls; tested in BHK-21 cells;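 further: 0% = median of neutral control wells and 100% = median of positive control wells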
ERp5 block: inhibitors of ERp5-driven insulin aggregation, primary screen, biochemical, turbidity, absorbance 650 nm, single point; AID 651711, 2012; inhibition, % at 9.99 µM; 90 min; hit rate 0.05% among 350,000; Protein disulfide-isomerase A6 (Homo sapiens), Q15084;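 active means mean replicate inhibition above about 25%, with every replicate also reaching it, limit read from the data, passing the limit was not always enough; inconclusive means only one of those two criteria met; inactive means neither criterion met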
Target sequence (Q15084 whole entry, looked up): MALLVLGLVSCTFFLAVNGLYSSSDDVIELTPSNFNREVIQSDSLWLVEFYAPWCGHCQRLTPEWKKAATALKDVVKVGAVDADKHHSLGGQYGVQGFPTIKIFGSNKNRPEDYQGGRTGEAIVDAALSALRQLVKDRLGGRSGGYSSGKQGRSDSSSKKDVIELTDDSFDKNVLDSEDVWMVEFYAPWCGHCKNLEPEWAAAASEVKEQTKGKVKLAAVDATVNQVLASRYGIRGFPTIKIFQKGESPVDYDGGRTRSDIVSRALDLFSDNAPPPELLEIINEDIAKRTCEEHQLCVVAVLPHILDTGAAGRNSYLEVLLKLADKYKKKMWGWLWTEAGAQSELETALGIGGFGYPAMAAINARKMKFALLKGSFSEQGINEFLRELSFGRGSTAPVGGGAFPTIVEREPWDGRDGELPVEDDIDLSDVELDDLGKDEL
C2C12 statin: suppressors of statin myotoxicity in C2C12 myotubes, primary screen, cell-based, single point, plate reader; C2C12 myotubes + simvastatin, ATP luminescence, 48 h; scaled: DMSO 0, geranylgeraniol control 100; rescue of ATP level, % at 7.49 µM; hit rate 0.78% among 330,000;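 active means mean ATP rescue above about 67%, or every replicate alone reaching that limit, limit read from the data, passing the limit was not always enough; inconclusive means no clear call, values can overlap the other calls; inactive means mean under the limit and some replicate under it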;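 further: myotubes were challenged with 10 µM simvastatin during compound exposure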
E-selectin induc: E-selectin induction in HUVECs, primary screen, imaging, HUVEC, immunofluorescence imaging, single point; P16581; normalized: neutral wells 0, TNF-alpha wells 100; activation, % at 7.58 µM; hit rate 0.37% among 260,000;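 active means mean E-selectin-positive cell signal at least 10% of the positive control, reached in at least 60% of replicates, without over 20% cell loss; inconclusive means no rule given, readout overlaps actives, possibly toxicity-flagged; inactive means the rest, including those meeting only one limit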;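 further: in these data hits start at about 27%; measured in HUVEC primary endothelial cells; signal is the percent of cells scored E-selectin positive by PE staining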
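System: HUVEC, human umbilical vein endothelial cells; quantity: 3,000 cells/well; buffer or medium: EGM-2 medium, gelatin-coated wells; dosing: single-point compound dose; detection: immunofluorescence imaging; evaluation: % PE-positive cells; benchmarks: TNF-alpha, DMSO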
S100A4 MyoIIA: inhibitors of S100A4-myosin IIA peptide binding, primary screen, biochemical, fluorescence polarization, TAMRA-MyoIIA peptide | Protein S100-A4 (Homo sapiens), P26447 | inhibition, % at 10.7 µM | hit rate 0.14% among 360,000;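 active means mean inhibition of at least 70% across replicates, with every replicate also reaching that level; inconclusive means mean inhibition reaches 70% but some replicates fall short; inactive means mean inhibition below 70%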
Target sequence (P26447 whole entry, looked up): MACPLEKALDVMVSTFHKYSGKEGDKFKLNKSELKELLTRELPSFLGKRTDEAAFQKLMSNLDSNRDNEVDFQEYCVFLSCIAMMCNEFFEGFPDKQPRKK
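Material: S100A4 monomer (human). Medium: Calcium-containing HEPES buffer, pH 7.2. Probe or stimulus: labelled myosin peptide probe, 5 nM. Compound dosing: one concentration per compound. Timing: polarization read 5 min after assay mix addition, stable 5–60 min. Benchmarks: DMSO as neutral control, TFP as positive control.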
PglD DTNB: C. jejuni PglD acetyltransferase inhibitors, primary screen, biochemical, DTNB colorimetric, single point. UDP-N-acetylbacillosamine N-acetyltransferase PglD (Campylobacter jejuni). purified PglD enzyme, DTNB colorimetric CoA detection. inhibition, % at 12.5 µM. hit rate 0.098% among 360,000. AID 602405, 2012; in the data active means inhibition above about 16%, passing the limit was not always enough; inconclusive means no clear call, values can overlap the other calls; further: strong numbers were not always called active
Starred values were filed as active, the others as inactive; ? = inconclusive; nt = not tested or not shown.

mol,SIRT5 inh,DENV2 CPE,ERp5 block,C2C12 statin,E-selectin induc,S100A4 MyoIIA,PglD DTNB
COc1ccc(NC(=O)N(C)C[C@@H]2OCCCC[C@H](C)Oc3ccc(NC(=O)CCCN(C)C)cc3C(=O)N([C@H](C)CO)C[C@H]2C)cc1,-4,-8,4,nt,1.2,-1,-1
Cc1nn(-c2ccccc2)c2c1C(c1ccc([N+](=O)[O-])cc1)C(C#N)=C(N)O2 (centres undefined),0,8,2,-2,nt,-1,0
COc1ccc(C(C)=O)cc1COc1ccccc1[N+](=O)[O-],-1,0,-1,nt,nt,-1,nt
COCCNc1nc(Nc2ccc(C#N)cc2)c2sccc2n1,-2,-7,-6,-17,0.0,-6,-2
CC(=O)N1[C@H](CO)[C@@H](c2ccccc2)C12CN(Cc1cc(F)ccc1F)C2,0,-6,8,nt,-0.1,3,nt
COc1ccc(S(=O)(=O)N2C[C@H](O)COC[C@@H]3O[C@H](CC(=O)NCCCN4CCOCC4)CC[C@H]32)cc1,-4,-5,3,2,0.0,-3,2
CCOC(=O)c1cn(Cc2ccccc2)c(C(=O)OC(C)(C)C)c1O,nt,-4,2,-5,-0.7,14,-7
Cc1cc(NC(=O)c2ccc(N3CCCC3)c([N+](=O)[O-])c2)no1,-6,0,6,nt,nt,13,nt
Cc1cccc(NC(=O)CC2Nc3cccc4cccc(c34)NC2=O)c1 (centres undefined),-1,4,5,nt,nt,5,nt
N#CC1=C(N)SC(N)=C(C#N)C1c1cccc(Oc2ccccc2)c1,2,9,-1,-23,nt,-2,nt
COc1cccc(CN2CCNC(=O)C2CC(=O)NCc2cn3cccc(C)c3n2)c1OC (centres undefined),-2,19,5,-9,nt,2,nt
COc1ccc(CNC(=O)C[C@H]2C=C[C@@H](NC(=O)Nc3ccc4c(c3)OCO4)[C@H](CO)O2)cc1,-2,-3,3,3,-0.2,-5,2
CCCCn1cc([N+](=O)[O-])nc1C,-8,-9,3,2,0.0,6,3
COCCOC(=O)N1C(=O)[C@@]2(c3cc(C#CCNC(N)=O)ccc31)[C@H](C(=O)N1CCc3cc(OC)c(OC)cc3C1)[C@H]1C(=O)O[C@H](c3ccccc3)[C@H](c3ccccc3)N1[C@@H]2c1ccccc1OCCO,7,8,-3,nt,nt,-2,-3
Cc1cc(O)c(C(C)C)cc1N=Cc1cc([N+](=O)[O-])ccc1O,-3,-1,-2,16,2.1,-8,-3
CC1(C(=O)NS(=O)(=O)Cc2cccc(Cl)c2)CCN1C(=O)Cc1cccs1 (centres undefined),1,13,11,2,1.5,3,-6
CCOC(=O)c1sc(NC(=O)CSc2ncccn2)nc1C,1,6,1,-5,-0.7,-2,8
CCC(=O)Nc1cccc(NC(=O)c2cccc([N+](=O)[O-])c2C)c1,-5,1,-5,nt,2.1,-8,nt
Cc1ccc(S(=O)(=O)N2[C@@H](c3ccc(Cl)cc3)C(C(=O)O)=CC[C@H]2c2ccc(C(C)C)cc2)cc1,nt,-15,-7,8,0.3,4,-4
COc1ccc(-c2noc(COc3ccccc3OC)n2)cc1OC,nt,8,2,21,0.1,0,nt
Cc1ccc(S(=O)(=O)/N=C(/c2ccccc2)N2CCOCC2)cc1,-1,3,-3,nt,nt,-1,nt
C=CCn1c(SCc2ccc(Cl)c(Cl)c2)nnc1C(CO)NC(=O)c1ccc(OC)cc1 (centres undefined),0,5,4,nt,nt,2,nt
COc1ccc2[nH]c3c(=O)n(CCCN4CCOCC4)cnc3c2c1,-23,9,-8,10,2.5,2,-1
CCc1ccc(-c2cc(C(=O)N3N=C(C(F)F)CC3(O)C(F)F)c3ccccc3n2)cc1 (centres undefined),0,?,2,-2,nt,2,1
C/C(=N/NC(=O)CNc1ccc(C)cc1)c1ccc(Br)s1,2,4,1,30,nt,6,0
N#Cc1ccccc1Oc1ccc(S(=O)(=O)N2CCCCC2)cn1,-1,?,-2,-6,1.7,-9,-2
CCNC(COC(=O)c1ccc([N+](=O)[O-])cc1)C1CCCCC1 (centres undefined),-3,-1,0,nt,-0.3,0,nt
CCC(C)C(=O)Nc1nc(C)c(-c2csc(Nc3cc(Cl)ccc3OC)n2)s1 (centres undefined),5,-14,8,-17,nt,-11,1
Nc1ccc(S(=O)(=O)N2CCc3ccccc32)cc1,-1,7,0,15,0.2,-2,4
CCc1c(C#N)sc(C(N)=O)c1CC,-3,8,2,nt,0.3,1,1
CCCCCCC(=O)Nc1nc(C)c(-c2csc(Nc3cccc(OC)c3)n2)s1,nt,-12,0,-31,0.4,9,3
CC(C)CC#Cc1ccc2c(c1)O[C@@H](CN(C)C(=O)Cc1cccnc1)[C@H](C)CN([C@@H](C)CO)S2(=O)=O,2,2,0,-6,0.2,1,-2
Cc1cccc(N(C(=O)c2snc(C(N)=O)c2N)C(C(=O)NCC2CCCO2)c2ccc(N(C)C)cc2)c1C (centres undefined),-3,1,-3,56,nt,1,0
C[C@H](CO)N1C[C@H](C)[C@@H](CN(C)CC2CCCCC2)OCCCC[C@H](C)Oc2ccc(NS(=O)(=O)c3ccc(Cl)cc3)cc2C1=O,nt,-17,nt,nt,0.0,nt,-1
Cc1[nH][nH]c(=O)c1C(c1ccc(-c2ccccc2C(=O)O)o1)c1c(C)[nH][nH]c1=O,6,14,-8,nt,-0.8,-1,nt
COC(=O)c1nnn(-c2nc(N3CCOCC3)nc(N3CCOCC3)n2)c1C,-2,8,-2,nt,-0.1,-2,nt

Complete entries from above.
CCCCn1cc([N+](=O)[O-])nc1C is listed with SIRT5 inh = -8; DENV2 CPE = -9; ERp5 block = 3; C2C12 statin = 2; E-selectin induc = 0.0; S100A4 MyoIIA = 6; PglD DTNB = 3
Cc1cc(O)c(C(C)C)cc1N=Cc1cc([N+](=O)[O-])ccc1O is listed with SIRT5 inh = -3; DENV2 CPE = -1; ERp5 block = -2; C2C12 statin = 16; E-selectin induc = 2.1; S100A4 MyoIIA = -8; PglD DTNB = -3

Further results
mol,SIRT5 inh,DENV2 CPE,ERp5 block,C2C12 statin,E-selectin induc,S100A4 MyoIIA,PglD DTNB
O=C(Nc1ncccc1O)c1ccc(S(=O)(=O)Nc2ccccc2)cc1,3,13,8,16,4.4,-5,-5
CSc1nnc(CNS(=O)(=O)c2ccc(Br)cc2)n1C,0,1,7,3,-0.1,-13,2
COc1ccc(NC(=O)Nc2cccc3c2O[C@@H](CN(C)Cc2ccc4c(c2)OCO4)[C@@H](C)CN([C@H](C)CO)C3=O)cc1,3,-5,-3,30,0.2,-3,11
CN(C)CC#Cc1ccc([C@H]2[C@H](CO)N3C(=O)CN(C(=O)Cc4ccccc4)C[C@@H]23)cc1,4,18,0,nt,-0.3,5,nt
C[C@@H]1CN([C@H](C)CO)C(=O)c2cc(NC(=O)c3ccncc3)ccc2O[C@@H]1CN(C)C(=O)Nc1cccc2ccccc12,2,8,3,10,9.6,-1,0
CC(C)NC(=O)Nc1ccc2c(c1)CC(=O)N([C@@H](C)CO)C[C@@H](C)[C@@H](CN(C)S(=O)(=O)c1cccs1)O2,2,5,9,8,0.2,11,-1
COc1cccc(/C=N/Nc2ncnc(Cl)c2N)c1O,6,5,2,nt,nt,3,nt
COc1cc(OC)cc(C(=O)NNc2nc3cc4c(cc3s2)OCO4)c1,9,6,0,3,-0.1,-1,-1
CC(C)NC(=O)C1CCN(C2CCN(C(=O)c3ccc4cccc(F)c4n3)CC2)CC1,2,-7,-8,nt,0.2,8,5
COc1ccc(NC(=O)Nc2nnc(-c3cccs3)s2)cc1,7,-2,1,nt,0.4,0,nt
O=C(COC(=O)c1cccc(S(=O)(=O)NCc2ccccc2)c1)NC1CC1,-4,-6,4,-4,-1.5,1,3
Cc1ccc(N2CC(C(=O)Nc3ccc(S(=O)(=O)Nc4nccs4)cc3)CC2=O)cc1 (centres undefined),1,10,0,5,-0.1,-7,1
O=C(CC1C(=O)NCCN1C(=O)Nc1ccccc1)Nc1ccc(F)cc1 (centres undefined),1,5,-3,3,nt,-4,nt
Cc1ccc(Nc2nc3ccccc3n3cnnc23)c(Cl)c1,-4,-7,0,0,-0.1,0,5
CN(Cc1ccccc1)C(=O)c1cccc(NC(=O)C2CCCN(C(=O)OC(C)(C)C)C2)c1 (centres undefined),nt,9,1,6,0.0,-2,2
CCOc1ccc(CCNC(=O)COC(=O)c2[nH]c(C)c(C(C)=O)c2C)cc1OCC,-5,10,1,nt,-0.1,-1,nt
CCN(Cc1ccccc1)S(=O)(=O)c1ccc(C(=O)N(CCCN(C)C)c2nc3c(C)c(C)ccc3s2)cc1,6,-8,1,-16,0.9,3,-4
CN(C)c1ccc(-c2nc3cnccn3c2Nc2ccc3c(c2)OCCO3)cc1,1,1,-7,0,-0.2,-2,0
CCOC(=O)Cc1csc(N)n1,1,4,2,-2,nt,1,0
Clc1ccc(Nc2cc(-c3ccccc3)nc3ncnn23)cc1,-6,-1,4,nt,-0.2,6,-6
CC1(C(=O)NNC(=O)C2CCCCC2)CC1(Cl)Cl (centres undefined),-1,1,1,nt,0.4,-1,1
COc1ccc(C2C3C=CCC(c4cccc(-c5ccc(C)cc5)c4)C3C(=O)N2Cc2ccccc2)cc1Cl (centres undefined),nt,-8,-2,-5,-0.1,-2,1
C[C@@H]1CN([C@@H](C)CO)S(=O)(=O)c2ccc(Br)cc2O[C@@H]1CN(C)Cc1ccccc1,10,-7,-4,-35,-0.2,2,-1
CCOP(=O)(c1ccccc1)c1nc(-c2ccccc2C)oc1NCc1ccccc1 (centres undefined),0,7,3,nt,nt,2,nt
c1ccc2oc(-c3csc(NCC4CCCO4)n3)cc2c1 (centres undefined),13,-1,4,nt,-0.1,-5,nt
CC(=O)NC(CC(=O)OCC(=O)NCCc1ccccc1)c1ccccc1 (centres undefined),-6,5,2,-14,0.6,-7,5
C[C@@H]1CN([C@@H](C)CO)S(=O)(=O)c2ccc(-c3cccc(C#N)c3)cc2O[C@H]1CN(C)C,6,-1,0,-10,0.3,0,1
C[C@H](CO)N1C[C@H](C)[C@H](CN(C)C(=O)Nc2ccc3c(c2)OCO3)OCCCC[C@H](C)Oc2ccc(NS(C)(=O)=O)cc2C1=O,7,11,-5,nt,-0.2,2,2
O=C(CN1C(=O)COc2ccccc21)NNC(=O)Nc1ccccc1F,26*,9,-3,5,0.4,-1,-2
O=C(NC[C@H]1[C@H](c2ccccc2)[C@H](CO)N1C(=O)Cc1cccnc1)C1CCC1,nt,?,nt,-11,0.0,nt,-2
COc1ccccc1CNC(=O)C(C)Oc1ccccc1 (centres undefined),-1,0,-1,-2,0.0,5,6
CCN(CC)c1ccc(CN(C(=O)c2cc(OC)c(OC)c(OC)c2)C2CCS(=O)(=O)C2)cc1 (centres undefined),-2,nt,2,1,nt,-3,-2
CCCC#Cc1ccc2c(c1)O[C@H](CN(C)C(C)=O)[C@@H](C)CN([C@H](C)CO)S2(=O)=O,6,1,-11,8,-0.2,-2,0
CNC[C@H]1Oc2ncc(-c3ccc(C#N)cc3)cc2C(=O)N([C@@H](C)CO)C[C@H]1C,-11,-4,-3,nt,-0.3,-11,-2

Some of the compounds tested, so the mix of outcomes need not match the whole.
